RSV antiviral HEp-2 = RSV antiviral activity via CPE protection, HEp-2 cells, primary 10 µM value included (AID 2391); actives 0.13% (n = 310,000); CPE inhibition, % at 10 µM, or IC50 in µM where a hit was titrated; HEp-2 cells, RSV-induced CPE inhibition; higher % means a stronger effect; in the data active means a potency from the dose series; inconclusive means CPE inhibition mostly from about 23% at the one dose, without a potency; inactive means the rest, 99 in 100 with CPE inhibition below about 21%; further: strong numbers were not always called active
Salmonella PhoP GFP = inhibitors of PhoP regulon expression, primary screen, Salmonella Typhimurium, GFP reporter (AID 1863) | actives 0.16% (n = 300,000) | S. Typhimurium PhoP-regulated promoter GFP reporter, 4 h; higher % means a stronger effect | inhibition, % at 50 µM, or IC50 in µM where a hit was titrated;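 active means inhibition over 29.93%, a cutoff 3 SD above the screen mean, later confirmed by dose response; inconclusive means inhibition over 29.93% but no dose response follow-up; inactive means inhibition at most 29.93% or unconfirmed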;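 further: 0% = low Mg2+ inducing control and 100% = high Mg2+ repressing control; strong numbers were not always called active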
Myeloid diff MLP = promotes myeloid progenitor differentiation | ER-HoxA9 myeloid progenitors, lysozyme-GFP differentiation, flow cytometry | calls only at 10 µM | actives 1% (n = 360,000) | AID 624256;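 active means normalized GFP-positive differentiation at or above the plate's own cutoff, the solvent-only control mean plus 3 SD; inconclusive means no clear call, values can overlap the other calls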;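 further: cells exposed to compound for four days before flow analysis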
T cell HTS = T cell immune modulators affecting CD8 T cell-vesicle binding; 2C CD8+ T cell-vesicle binding, flow cytometry; stronger effect = lower value; calls only at 7 µM; actives 0.068% (n = 330,000); AID 2052;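 active means response, share of CD8 T cells binding vesicles, and their 90th percentile fluorescence all below set limits, cut at about 80% in these data, passing the limit was not always enough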
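Incubation: binding step 1.5 h, 37 °C, antibody labelling 20 min, ice; system: murine 2C transgenic CD8+ T lymphocytes; technique: cytometric PE anti-B7-1 and Alexa647 anti-CD8 signals after 1% paraformaldehyde fixation; also added: QL9-charged Drosophila Ld/ICAM-1/B7-1 vesicles; control set: naked versus QL9-loaded vesicles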
WT yeast gro inh = growth inhibition of WT yeast, mitochondrial fusion screen; inhibition, % at 10 µM; mitochondrial fusion phenotypic screen, WT strain; actives 2.1% (n = 190,000); in the data active means inhibition above about 58%; tested in S. cerevisiae
West Nile antiviral = West Nile virus antiviral activity, cell-based, CPE readout (AID 1621); West Nile virus-infected cells, CPE inhibition; higher % means a stronger effect; CPE inhibition, % at 10 µM; hits with a dose series show IC50 in µM; actives 0.02% (n = 290,000); in the data active means a potency from the dose series; inconclusive means CPE inhibition mostly from about 3.7% at the one dose, without a potency; inactive means the rest, 99 in 100 with CPE inhibition below about 2.2%; further: strong numbers were not always called active
MgcRacGAP inhibition = MgcRacGAP GTPase-activating activity inhibitors, confirmation, biochemical, ADP Hunter fluorescence; MgcRacGAP-stimulated Rac1 GTP hydrolysis, ADP Hunter fluorescence; higher % means a stronger effect; GST-tagged Rac1 F28L mutant substrate; inhibition, % at 30 µM; hits with a dose series show IC50 in µM; actives 0.6% (n = 340,000); AID 624330;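 active means first-screen hits whose inhibition reached a set limit at any dose in the follow-up dose series; inconclusive means inhibition above the set first-screen limit but never retested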;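 further: fluorescence reports GDP produced by GAP-driven GTP hydrolysis; strong numbers were not always called active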
Large T inhibition = SV40 large T antigen inhibitors, biochemical (AID 1903); SV40 large T antigen ATPase/helicase inhibition assay; higher % means a stronger effect; inhibition, % at 20 µM; hits with a dose series show IC50 in µM; actives 0.39% (n = 310,000); in the data active means a potency from the dose series; inconclusive means inhibition mostly from about 32% at the one dose, without a potency; inactive means the rest, 99 in 100 with inhibition below about 32%; further: strong numbers were not always called active
bCat nuc transl = beta-catenin nuclear translocation modulation. HeLa beta-catenin nuclear translocation, immunofluorescence imaging. nuclear translocation activity, % at 5 µM. actives 0.3% (n = 190,000). AID 1665;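 active means nuclear translocation activity above 50% at 5 µM, with a well cell count of 50 or more; inconclusive means wells under 50 cells across six images, flagged as toxic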;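 further: per-cell ratio of nuclear to cytoplasmic median beta-catenin stain intensity; plate controls were DMSO negative control for no effect and GSK-3 inhibitor IX positive control for full effect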
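Assay system: human HeLa cells, native beta-catenin; doses: 5 µM primary, 0.02–20 µM confirmation; incubation: compound treatment 24 h, 37°C, 5% CO2; technique: fluorescence imaging of beta-catenin antibody stain plus DAPI; measure: % activation, nuclear-to-cytoplasmic median beta-catenin signal ratio per cell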
WT yeast gro inh mutant strain = also measured in WT yeast gro inh; calls as there; inhibition, %; mitochondrial fusion phenotypic screen, mutant strain inhibition
bCat nuc transl cell count 5 µM = recorded beside bCat nuc transl, whose call it bears; cell count; measured here: cell count, cytotoxicity flag
T cell HTS vesicle-bound % = recorded beside T cell HTS, whose call it bears; double positive events, %; measured here: CD8+ vesicle-bound cell fraction;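 binding gate set so that unloaded-vesicle control wells show 10% double positive cells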
Myeloid diff MLP GFP+ MAC1+ % = recorded beside Myeloid diff MLP, whose call it bears; GFP+ MAC1+ double positive, %; measured here: differentiation confirmed by MAC1 staining
* hit, by the source's call; i = inactive; ? = inconclusive; · = no result given; + = active, no number.

SMILES | RSV antiviral HEp-2 | Salmonella PhoP GFP | Myeloid diff MLP | Myeloid diff MLP GFP+ MAC1+ % | T cell HTS | T cell HTS vesicle-bound % | WT yeast gro inh | WT yeast gro inh mutant strain | West Nile antiviral | MgcRacGAP inhibition | Large T inhibition | bCat nuc transl | bCat nuc transl cell count 5 µM
Cc1cc(O)cc2c1C(=O)/C(=C/c1ccco1)O2 | 3.4% | -12% | i | 0.3 | i | 54 | · | · | -0.2% | 19% | 15% | · | ·
COC(=O)/C(=C/Nc1ccccc1)[N+](=O)[O-] | 1.2% | 3% | · | · | i | 22 | 8 | 8 | 0.5% | 0% | 12% | -2.6 | 1201
CSc1n[nH]c(N)c1S(=O)(=O)c1ccc(Cl)cc1 | 5.3% | -2% | i | 0.7 | i | 55 | · | · | -0.9% | 0% | 9% | · | ·
COc1ccc(OC)c(NC(=S)NCCN2CCOCC2)c1 | 1.2% | 9% | i | 1.2 | i | 61 | 8 | 7 | -0.6% | 7% | -3% | 0.5 | 998
CCC(C)NC(=O)C1CCC(CNS(=O)(=O)c2ccc3c(c2)CC(C)N3C(=O)C2CC2)CC1 (centres undefined) | 1.7% | 1% | i | 3.2 | i | 44 | · | · | -0.2% | -2% | 6% | · | ·
Cc1cccc(NCC(=O)N/N=C\c2cccn2C)c1 | 1.4% | 4% | i | 0.3 | i | 29 | · | · | 0.3% | 11% | 14% | 0.0 | 1329
CCc1ccccc1Nc1cc(C(=O)NCc2ccccn2)c2ccccc2n1 | 1.7% | 14% | i | 0.5 | i | 50 | 13 | -7 | -0.9% | 11% | 7% | 2.4 | 1032
COc1ccc(N(CC(=O)NCc2cccs2)S(=O)(=O)c2ccc(F)cc2)cc1 | 1.2% | · | i | 0.5 | i | 42 | · | · | · | -1% | · | · | ·
Cc1nn(Cc2ccc(Cl)cc2)c(C)c1NC(=O)c1cc(-c2ccco2)on1 | 0.8% | -11% | ? | · | i | 8 | 11 | 6 | · | 2% | -4% | -2.2 | 1502
CN(CC(=O)Nc1ccc(F)c(F)c1F)C(=O)C1CSC2(C)CCC(=O)N12 (centres undefined) | -0.1% | · | i | 1.2 | i | 40 | · | · | · | 6% | · | · | ·
O=C(OCC(=O)N1CCCc2ccccc21)c1cnc(Cl)c(Cl)c1 | 1.4% | -11% | i | 0.3 | i | 60 | -14 | -6 | -0.3% | 1% | 1% | 1.3 | 1069
COc1cc(/C=N\NC(=O)c2cccnc2)ccc1OC(=O)c1ccccc1Cl | 1.3% | -1% | i | 0.0 | i | 3 | · | · | -0.3% | 10% | 12% | · | ·
COCc1ccc(CN2CCC(n3nccc3NC(=O)CCOc3ccccc3)CC2)o1 | -0.1% | -2% | i | 0.3 | i | 6 | · | · | -0.8% | 10% | 9% | · | ·
Cc1[nH]c2ccccc2c1/C=N/Nc1ccc([N+](=O)[O-])cc1 | 27µM* | 4% | + | 25* | i | 41 | 52 | 69 | -0.1% | 22% | 8% | 0.4 | 1041
COc1ccc(C2N(C(=O)c3ccccc3)CCN2C(=O)c2ccccc2)cc1 | 3.1% | 6% | i | 0.8 | i | 25 | -3 | -6 | -0.3% | 2% | 8% | · | ·
CC(C)(C)NC(=O)C(c1ccncc1)N(Cc1ccco1)C(=O)c1ccc(-c2ccccc2)[nH]1 (centres undefined) | 2.5% | -14% | i | 0.1 | i | 45 | -27 | 3 | -0.5% | 10% | 17% | -1.9 | 1065
O=C(NC1CCC(NC(=O)C(F)(F)C(F)F)CC1)C(F)(F)C(F)F (centres undefined) | -0.2% | -2% | i | 7.0 | i | 35 | -1 | -9 | 0.2% | -5% | 13% | -0.4 | 1250
COc1cc(C(=O)NCC(=O)OCCN2C(=O)c3ccccc3C2=O)cc(OC)c1OC | -0.7% | -6% | i | 0.3 | i | 26 | 8 | 8 | -0.4% | -1% | 8% | -3.3 | 1153
CC(C)OCCCNC(=O)c1cc(Sc2ccc(F)cc2)nc2ccccc12 | -0.5% | -15% | i | 1.4 | i | 54 | -10 | -9 | -1.4% | 8% | 9% | -2.0 | 1124
Cc1ccc(C(=O)NC(=S)Nc2cccc(NC(=O)c3ccccc3)c2)cc1[N+](=O)[O-] | ? | -2% | i | 1.9 | i | 50 | -8 | 0 | 0.4% | 10% | 2% | 1.1 | 1065
COC(=O)c1ccc(OCCOCCOc2cccc3ccc(C)nc23)cc1 | 0.9% | 20% | i | 0.4 | i | 33 | 4 | -7 | -1.4% | 7% | -22% | -0.7 | 520
c1cnn(Cc2cnc(N3CCOCC3)s2)c1 | 0.5% | -4% | i | 0.3 | i | 34 | 2 | 7 | 0.1% | 5% | 11% | 0.6 | 1395
CC(=O)C1C(c2ccncc2)NC(=O)NC1(O)C(F)(F)F (centres undefined) | 1.5% | -2% | i | 0.8 | i | 57 | -17 | -3 | 0.8% | 5% | 19% | -9.5 | 1109
NC(=O)COC(=O)CSc1ccc2ccccc2c1 | 2.0% | -3% | i | 0.3 | i | 25 | -16 | 7 | -0.5% | 3% | 12% | -3.0 | 1136
CCCCn1c(N)c(N(CC(C)C)C(=O)CSCc2cccc(C)c2)c(=O)[nH]c1=O | -1.2% | 1% | i | 0.6 | i | 47 | · | · | · | -2% | 9% | · | ·
CC(C)(C)C(=O)Nc1ccccc1C(=O)NCc1cccnc1 | 0.7% | -5% | i | 0.6 | i | 31 | · | · | 0.1% | -1% | 6% | -0.3 | 1264
Cc1ccc(NC(=O)c2snc3ccc(Cl)cc23)cc1C | 2.0% | -10% | i | 0.2 | i | 57 | 1 | 17 | -0.3% | 8% | 9% | -0.3 | 1075
CCOc1ccc(CCNC(=O)Cc2ccc(NC3=NC4CS(=O)(=O)CC4S3)cc2)cc1OCC (centres undefined) | 0.8% | -6% | i | 2.3 | i | 27 | · | · | -0.2% | 5% | 0% | · | ·
CC1CCCCN1CCCNc1ccc(C(CC(N)=O)NC(=O)Cc2cccc3ccccc23)cc1[N+](=O)[O-] (centres undefined) | -1.9% | · | i | 1.0 | i | 12 | · | · | -0.2% | 9% | 7% | · | ·
Cc1ccc(OCc2nnc(SCC(=O)O)n2-c2ccccc2)cc1 | 0.7% | · | i | 0.5 | i | 8 | · | · | · | 4% | 4% | · | ·

Gathered by group, the compounds so far with a nitro group on carbon (four)
SMILES | RSV antiviral HEp-2 | Salmonella PhoP GFP | Myeloid diff MLP | Myeloid diff MLP GFP+ MAC1+ % | T cell HTS | T cell HTS vesicle-bound % | WT yeast gro inh | WT yeast gro inh mutant strain | West Nile antiviral | MgcRacGAP inhibition | Large T inhibition | bCat nuc transl | bCat nuc transl cell count 5 µM
COC(=O)/C(=C/Nc1ccccc1)[N+](=O)[O-] | 1.2% | 3% | · | · | i | 22 | 8 | 8 | 0.5% | 0% | 12% | -2.6 | 1201
Cc1[nH]c2ccccc2c1/C=N/Nc1ccc([N+](=O)[O-])cc1 | 27µM* | 4% | + | 25* | i | 41 | 52 | 69 | -0.1% | 22% | 8% | 0.4 | 1041
Cc1ccc(C(=O)NC(=S)Nc2cccc(NC(=O)c3ccccc3)c2)cc1[N+](=O)[O-] | ? | -2% | i | 1.9 | i | 50 | -8 | 0 | 0.4% | 10% | 2% | 1.1 | 1065
CC1CCCCN1CCCNc1ccc(C(CC(N)=O)NC(=O)Cc2cccc3ccccc23)cc1[N+](=O)[O-] (centres undefined) | -1.9% | · | i | 1.0 | i | 12 | · | · | -0.2% | 9% | 7% | · | ·

(cont.)
SMILES | RSV antiviral HEp-2 | Salmonella PhoP GFP | Myeloid diff MLP | Myeloid diff MLP GFP+ MAC1+ % | T cell HTS | T cell HTS vesicle-bound % | WT yeast gro inh | WT yeast gro inh mutant strain | West Nile antiviral | MgcRacGAP inhibition | Large T inhibition | bCat nuc transl | bCat nuc transl cell count 5 µM
Cc1nc(SCC(=O)NC(=O)NC(C)(C)C)nc(C)c1C | 1.6% | · | i | 0.6 | i | 42 | · | · | -0.4% | 13% | 18% | 1.2 | 1274
COc1ccc(C(C(=O)NC(C)(C)C)N(C(=O)CNC(=O)c2cccs2)c2ccc(C)cc2)cc1OC (centres undefined) | 0.7% | 1% | i | 1.2 | i | 14 | 11 | 13 | -0.6% | -7% | 21% | · | ·
COc1ccc(NC(=O)Nc2nnc(N3CCC(C)CC3)s2)cc1OC | 1.2% | 7% | i | 1.8 | i | 46 | 14 | 15 | · | 7% | 7% | 0.1 | 566
CCn1c(SCc2nc3ccccc3[nH]2)nnc1-c1cccs1 | 1.2% | -15% | i | 7.6 | · | · | -8 | 23 | -0.9% | 6% | 18% | -3.3 | 760
CCNS(=O)(=O)c1cc(S(C)(=O)=O)ccc1Cl | -1.2% | -5% | i | 6.2 | i | 25 | -6 | -1 | 0.0% | 11% | 16% | 3.3 | 1189
O=C(COC(=O)c1ccccc1SCC(=O)N1CCCC1)Nc1ccc(OC(F)F)cc1 | 0.4% | 5% | i | 0.6 | i | 21 | · | · | · | 0% | 13% | · | ·
Cc1noc(C)c1C(=O)OC(C)C(=O)Nc1ccc(C(N)=O)cc1 (centres undefined) | 1.2% | · | i | 0.2 | i | 38 | · | · | · | 7% | · | · | ·
CS(=O)(=O)N(CCc1ccccc1)CC(=O)N1CCN(c2ccc(F)cc2)CC1 | 21% | -6% | i | 1.4 | i | 38 | -3 | -18 | -0.5% | 4% | 24% | -1.9 | 1118
O=C(CN1CCCCC1)N/N=C/c1ccccc1Br | 0.4% | 2% | i | 0.4 | i | 51 | · | · | 0.0% | 17% | -5% | · | ·
CC1=NN(C(=O)c2c(Br)cnn2C)C(O)(C(F)(F)F)C1 (centres undefined) | 0.2% | -6% | i | 0.3 | i | 1 | -58 | -5 | 0.4% | 7% | 9% | · | ·
COc1ccc(CNc2nc3c(c(=O)n(Cc4ccc(F)cc4)c(=O)n3C)n2C)cc1 | -0.1% | 3% | i | 2.0 | i | 15 | 20 | 6 | 0.9% | -5% | 1% | 1.8 | 839
Cc1c(NC(=O)NCc2ccccc2)c(=O)n(-c2ccccc2)n1C | -0.7% | 5% | i | 1.0 | i | 23 | -9 | -16 | -0.8% | 5% | 10% | 1.9 | 880
